Pol iota inh – qHTS for Inhibitors of Polymerase Iota; Potency, µM (titrated, usually from 115 µM), inactives show top-dose activity, negative = inhibition, usual class: inhibitors; 390,000 compounds, 1% hits; Pol iota fluorescent replication assay, 10 min; DNA polymerase iota (Homo sapiens), Q9UNA4; also: potency is read from the fitted curve at half-maximal effect
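Pol iota at 10 nM preincubated 15 min with compounds at room temperature; reaction started with fluorescent substrate, 50 nM final. Fluorescence read kinetically at 0 and 10 min; buffer-only wells as negative control.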
TRHR ag – qHTS for Small Molecule Agonists and Allosteric Enhancers of Human TRH Receptor: Primary Screen for Agonists | Thyrotropin-releasing hormone receptor (Homo sapiens), P34981 | TRHR cells, calcium flux fluo-8, FDSS agonist mode | activation, % at 2 µM | 360,000 compounds, 0.18% hits | AID 493084, 2011; in the data active = activation above about 30%; also: 0% is about no effect
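Fluo-8-loaded TRHR cells; 10 s baseline, compound added, kinetic Ca2+ fluorescence read 1/s, agonist mode.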
BLM helicase inh – qHTS Assay for Inhibitors of Bloom's syndrome helicase (BLM). RecQ-like DNA helicase BLM (Homo sapiens), P54132. recombinant BLM DNA unwinding, fluorescence dequenching. Potency, µM (series often up to 56.1 µM), without a hit: at the top dose activity change, negative = inhibition, most hits filed as inhibitors. 350,000 compounds, 0.2% hits;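 also: potency is read from the fitted curve at half-maximal effect; plate controls were vehicle for no effect and no enzyme for full effect; nearly all actives have a fitted effect of over 35% in size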
APEX1 inh – qHTS Assay for Inhibitors of the Human Apurinic/apyrimidinic Endonuclease 1 (APE1); AID 2517, 2012; recombinant APE1, TAMRA/BHQ-2 abasic DNA cleavage fluorescence; Potency, µM (doses to about 65.8 µM), for the others: at the top dose activity change, negative = inhibition, actives largely listed as inhibitors; DNA repair nuclease/redox regulator APEX1 (Homo sapiens), P27695; 350,000 compounds, 0.35% hits;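 also: potency is read from the fitted curve at half-maximal effect; plate controls were vehicle for no effect and reference inhibitor for full effect; nearly all actives have a fitted effect of over 55% in size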
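Substrate: short duplex with […] THF abasic site, 5'-TAMRA and 3'-BHQ-2, 50 nM final. APE1 at 0.75 nM, preincubated 15 min RT with compound. Fluorescence increase from first to third read measured activity.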
Pol kappa inh – qHTS for Inhibitors of Polymerase Kappa; 400,000 compounds, 0.53% hits; Potency, µM (series often up to 107 µM), for inactives: at the top dose activity, negative = inhibition, usual class: inhibitors; AID 588579, 2011; purified Pol kappa, fluorescent DNA synthesis assay, 10 min; DNA polymerase kappa (Homo sapiens), Q9UBT6; also: potency is read from the fitted curve at half-maximal effect; % is scaled to controls: 0 for no effect and ±100 for the full control effect
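Here, compound and 10 nM enzyme are combined for 15 min at room temperature; adding 50 nM substrate (final) starts DNA synthesis, tracked by fluorescence at 0 and 10 min against buffer-only wells.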
Pol beta inh – qHTS Assay for Inhibitors of DNA Polymerase Beta | 340,000 compounds, 1.3% hits | Potency, µM (series often up to 114 µM), for inactives: at the highest dose activity change, negative = inhibition, most hits filed as inhibitors | Pol beta primer extension/strand displacement, fluorescence kinetic; also: potency is read from the fitted curve at half-maximal effect; % is scaled to controls: 0 for no effect and ±100 for the full control effect
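Pol beta (10 nM) was preincubated with compound for 15 min at room temperature. The reaction was then started with 50 nM substrate and read immediately and after a further 10 min at room temperature.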
ERG-DNA inh – qHTS for Small Molecule Inhibitors of the ERG Ets/DNA interaction. Transcriptional regulator ERG (Homo sapiens), P11308. 370,000 compounds, 0.028% hits. AID 624246, 2012. fluorescence polarization, His-ERG Ets domain / labelled DNA. Potency, µM (series often up to 76.9 µM), for inactives: top-dose FP activity, negative = inhibition, usual class: inhibitors; active = well fitted inhibition curve with a large enough effect in the polarisation, with a control signal flat; inconclusive = small, poorly fitted or top-dose-only effect, or effect the other way, or a change in a side signal; inactive = no such curve, though single readings can be large or run the other way; the % refers to the polarisation;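 also: polarization taken with two DNA probes labelled with fluorescein and Texas red; potency is read from the fitted curve at half-maximal effect; % of control where 0% means no effect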
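His-tagged ERG Ets domain (1 uM in the protein solution; 300mM KCl, 50mM Tris-HCl, 1mM EDTA, 1mM DTT, pH 7.5) received compound, then a probe mix of 5 nM fluorescein-DNA and 100nM Texas-615-DNA. Fluorescence polarization was read for both dyes.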
12-LOX inh – Primary qHTS assay for inhibitors of human arachidonate 12S-lipoxygenase (ALOX12): Round 2; Polyunsaturated fatty acid lipoxygenase ALOX12 (Homo sapiens), P18054; purified 12hLO, xylenol orange hydroperoxide absorbance; Potency, µM (highest dose often 108 µM), without a hit: top-dose activity change, negative = inhibition, hits mostly inhibitors; 580,000 compounds, 1.1% hits; AID 1671190, 2021; also: potency is read from the fitted curve at half-maximal effect; % is scaled to controls: 0 for no effect and ±100 for the full control effect
Target sequence (P18054 whole entry, looked up): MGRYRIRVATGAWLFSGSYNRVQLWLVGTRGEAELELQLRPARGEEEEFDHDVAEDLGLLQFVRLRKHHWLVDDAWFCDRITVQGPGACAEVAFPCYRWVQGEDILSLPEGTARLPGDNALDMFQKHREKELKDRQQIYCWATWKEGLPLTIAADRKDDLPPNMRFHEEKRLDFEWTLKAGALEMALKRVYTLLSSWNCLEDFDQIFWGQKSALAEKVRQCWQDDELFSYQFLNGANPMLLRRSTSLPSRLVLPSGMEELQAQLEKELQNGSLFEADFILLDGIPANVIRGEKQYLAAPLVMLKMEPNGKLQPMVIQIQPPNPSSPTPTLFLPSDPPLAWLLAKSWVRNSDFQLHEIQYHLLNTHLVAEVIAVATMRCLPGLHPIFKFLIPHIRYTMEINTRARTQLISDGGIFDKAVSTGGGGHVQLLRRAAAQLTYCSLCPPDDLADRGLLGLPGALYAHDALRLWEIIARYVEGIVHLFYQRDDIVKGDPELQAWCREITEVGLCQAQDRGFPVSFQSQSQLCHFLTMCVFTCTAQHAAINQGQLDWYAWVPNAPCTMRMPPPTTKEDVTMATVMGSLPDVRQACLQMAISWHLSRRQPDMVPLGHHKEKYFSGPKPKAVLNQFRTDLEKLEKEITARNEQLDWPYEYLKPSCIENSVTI
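Purified human 12hLO (150 nM final) in 25 mM Hepes, 0.01% Triton X-100, pH 7.0 was preincubated 15 min at room temperature with compound. Then 40 uM arachidonic acid was added, 30 min. Hydroperoxide was read by Fe-XO absorbance ratio 573/405 nm.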
Apoferritin bind – qHTS Assay for Identification of Novel General Anesthetics; Ferritin light chain (Equus caballus), P02791; apoferritin/1-aminoanthracene competitive binding, fluorescence; AID 485281, 2010; 350,000 compounds, 0.074% hits; Potency, µM (titrated, usually from 77.5 µM), inactives show at the highest dose activity change, negative = displacement, usual class: inhibitors; also: potency is read from the fitted curve at half-maximal effect; % is scaled to controls: 0 for no effect and ±100 for the full control effect; nearly all actives have a fitted effect of over 20% in size
Target sequence (P02791 2-175 limits assumed): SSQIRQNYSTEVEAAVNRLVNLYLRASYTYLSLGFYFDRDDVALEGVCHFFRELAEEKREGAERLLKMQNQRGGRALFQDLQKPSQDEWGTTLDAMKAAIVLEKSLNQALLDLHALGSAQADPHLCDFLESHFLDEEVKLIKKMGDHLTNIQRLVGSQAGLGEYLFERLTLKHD
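In PBS, apoferritin at 10 uM is loaded with 1-AMA from a 50% saturated solution. After 10 min of compound exposure at ambient temperature, reduced 535 nm fluorescence indicates probe displacement.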
* = called active by the depositor; [ ] = remark or other dose. Unless noted, calls follow the shape of the dose curve; as a rule, active = well fitted curve in the direction sought with a large enough effect; inconclusive = small, poorly fitted or top-dose-only effect, or another doubt; inactive = no such curve, though single readings can be large; an effect the other way counts as inactive or inconclusive. Some of the compounds tested; rates above refer to the full screens.

How did CCC(Sc1nc2nccnc2c(=O)n1Cc1ccc(OC)cc1)C(=O)NC1CCCCC1 (configuration not stated) do in these assays?
Pol iota inh: -1%; TRHR ag: 0.1; BLM helicase inh: 1%; Pol kappa inh: -6%; Pol beta inh: -20%; ERG-DNA inh: 0%; 12-LOX inh: -16%; Apoferritin bind: -12%

Results for CCOC(=O)c1c(NC(=S)N2CCN(C)CC2)sc(C)c1-c1ccccc1 ?
Pol iota inh: 37%[activator]; TRHR ag: 0.1; BLM helicase inh: -13%; APEX1 inh: 7%; Pol kappa inh: 5%; Pol beta inh: 22%; ERG-DNA inh: 0%; 12-LOX inh: inconclusive; Apoferritin bind: -3%

How did c1ccc(CN=C2Nc3ccccc3CS2)nc1 do in these assays?
Pol iota inh: 17%; TRHR ag: -1.5; BLM helicase inh: 1%; APEX1 inh: -1%; Pol kappa inh: -7%; Pol beta inh: 19%; ERG-DNA inh: -3%; 12-LOX inh: 13%; Apoferritin bind: -18%

Results for NS(=O)(=O)c1ccc(NC(=O)CSc2nnc(C3CC3)n2C2CC2)cc1 ?
Pol iota inh: 8%; TRHR ag: 0.0; APEX1 inh: -6%; Pol kappa inh: 0%; ERG-DNA inh: 9%; 12-LOX inh: 2%

Results for CC(C)NC(=O)NC(=O)CN1C(=O)NC(Cc2c[nH]c3ccccc23)C1=O (configuration not stated) ?
Pol iota inh: 2%; TRHR ag: 0.3; BLM helicase inh: 0%; APEX1 inh: -2%; Pol kappa inh: 7%; Pol beta inh: 1%; ERG-DNA inh: 11%; 12-LOX inh: -19%; Apoferritin bind: -6%

What do the screens show for `CCCCn1cc(C(=O)c2cc(Br)ccc2O)cc(C#N)c1=O`?
Pol iota inh: 17%; TRHR ag: -0.8; BLM helicase inh: 2%; APEX1 inh: -2%; Pol kappa inh: -4%; Pol beta inh: 7%; ERG-DNA inh: 5%; 12-LOX inh: 329%[activator]; Apoferritin bind: -23%

Results for CCc1nc2ccc(C(=O)NCc3cccc(Br)c3)cc2nc1CC ?
Pol iota inh: 26%; TRHR ag: -0.2; BLM helicase inh: 0%; Pol kappa inh: -5%[60.1 µM]; Pol beta inh: 3%; ERG-DNA inh: 2%; 12-LOX inh: -12%; Apoferritin bind: 0%

Results for O=C(c1cn(-c2ccccc2)nc1-c1cccc([N+](=O)[O-])c1)N1CCCCC1 ?
Pol iota inh: 126%[activator]; TRHR ag: 0.4; BLM helicase inh: -7%; APEX1 inh: -6%; Pol kappa inh: -4%; Pol beta inh: 41%; ERG-DNA inh: -17%; 12-LOX inh: 2%; Apoferritin bind: -8%

How did COc1cccc(-c2nc(CS(=O)(=O)CC(=O)NCc3ccc(C)cc3)c(C)o2)c1 do in these assays?
Pol iota inh: 8%; TRHR ag: -0.4; BLM helicase inh: -5%; Pol kappa inh: -9%; Pol beta inh: 12%; ERG-DNA inh: -7%; 12-LOX inh: -28%; Apoferritin bind: inconclusive

How did O=C(Nc1ccc(NC(=O)c2ccco2)cc1)c1cnccn1 do in these assays?
Pol iota inh: 3%; TRHR ag: 1.2; BLM helicase inh: -2%; APEX1 inh: 15%; Pol kappa inh: 10%; Pol beta inh: 12%; ERG-DNA inh: -2%; 12-LOX inh: 10%; Apoferritin bind: -7%

How did O=C(O)c1cc(N/N=C/c2ccc(N3CCOCC3)s2)ccc1Cl do in these assays?
Pol iota inh: 13µM*; TRHR ag: 0.8; BLM helicase inh: -10%; APEX1 inh: 16µM*; Pol kappa inh: 28µM*; Pol beta inh: 32µM*; ERG-DNA inh: 15%; 12-LOX inh: inconclusive; Apoferritin bind: -11%

How did NS(=O)(=O)c1ccc(N2N=C(c3ccccc3)CC2c2ccccc2)cc1 (configuration not stated) do in these assays?
Pol iota inh: -2%; TRHR ag: 0.1; BLM helicase inh: -14%; APEX1 inh: 18%; Pol kappa inh: -1%; Pol beta inh: 2%; ERG-DNA inh: 0%; 12-LOX inh: inconclusive

What do the screens show for `CCOC(=O)N1CCC(NC(=O)c2cccs2)CC1`?
Pol iota inh: 143%[activator]; TRHR ag: -0.4; BLM helicase inh: -2%; APEX1 inh: -2%; Pol kappa inh: -14%; Pol beta inh: 2%; ERG-DNA inh: -3%; 12-LOX inh: 0%; Apoferritin bind: -4%

How did FC(F)(F)c1ccc(Cl)c(-n2c(-c3cc(-c4ccco4)[nH]n3)n[nH]c2=S)c1 do in these assays?
Pol iota inh: 123%[activator]; TRHR ag: -0.2; BLM helicase inh: -6%; APEX1 inh: -1%; Pol kappa inh: -22%; Pol beta inh: inconclusive; ERG-DNA inh: 1%; 12-LOX inh: 45%[activator]; Apoferritin bind: -5%

Results for COc1ccc(C(=O)Nc2ccc3ccccc3c2)cc1 ?
Pol iota inh: -21%; TRHR ag: -0.3; BLM helicase inh: -3%; APEX1 inh: 46%[activator]; Pol kappa inh: -1%; Pol beta inh: 16%; ERG-DNA inh: 4%; 12-LOX inh: -8%; Apoferritin bind: -2%

What do the screens show for `CCCOc1ccc(C(=O)NC(=S)NNC(=O)c2c(-c3ccccc3)noc2C)cc1`?
Pol iota inh: 31%[activator]; TRHR ag: 48*; BLM helicase inh: -9%; APEX1 inh: -4%; Pol kappa inh: 3%; Pol beta inh: 4%; ERG-DNA inh: 15%; 12-LOX inh: 11%; Apoferritin bind: -6%

How did CC1CCC2(CC1)NC(=O)N(CC(=O)Nc1sc3c(c1C(N)=O)CCC3)C2=O (configuration not stated) do in these assays?
Pol iota inh: 11µM*; TRHR ag: 0.6; BLM helicase inh: inconclusive; APEX1 inh: inconclusive; Pol kappa inh: inconclusive; Pol beta inh: 5µM*; ERG-DNA inh: 5%; 12-LOX inh: inconclusive; Apoferritin bind: -13%

Results for Cc1ccc(N2CCN(c3nc4ccccc4n4nnnc34)CC2)c(C)c1 ?
Pol iota inh: 23%; TRHR ag: 0.8; BLM helicase inh: -1%; Pol kappa inh: -8%; Pol beta inh: 19%; ERG-DNA inh: -3%; 12-LOX inh: -22%; Apoferritin bind: 3%

What do the screens show for `COc1c(C(O)CC(C)C)ccc2c1C(=O)OCc1cc(C)cc(O)c1O2` (configuration not stated)?
Pol iota inh: inconclusive; TRHR ag: 1.2; BLM helicase inh: -10%; APEX1 inh: -5%; Pol kappa inh: -6%; Pol beta inh: inconclusive; ERG-DNA inh: -6%; 12-LOX inh: -26%; Apoferritin bind: inconclusive

Results for COc1ccccc1NC(=O)c1sc2nc(-c3cc4ccccc4oc3=O)[nH]c(=O)c2c1C ?
Pol iota inh: 0%; TRHR ag: -0.5; BLM helicase inh: 1%; Pol kappa inh: 0%; Pol beta inh: -8%; ERG-DNA inh: -5%; 12-LOX inh: -1%; Apoferritin bind: -4%

How did COCCN(C(=O)COC(=O)CCCc1c[nH]c2ccccc12)c1c(N)n(Cc2ccccc2)c(=O)[nH]c1=O do in these assays?
Pol iota inh: -6%; Pol kappa inh: -11%; ERG-DNA inh: -2%; 12-LOX inh: 180%[activator]

Results for Cc1nc2ccccc2n1CC(=O)NCCN1CCOCC1 ?
Pol iota inh: 17%; TRHR ag: 0.5; BLM helicase inh: 7%; APEX1 inh: 2%; Pol kappa inh: -25%; Pol beta inh: 3%; ERG-DNA inh: -4%; 12-LOX inh: 0%; Apoferritin bind: 5%

How did CC1=C(C(=O)Nc2ccc(CC(=O)NCc3ccccc3C)cc2)SCCO1 do in these assays?
Pol iota inh: 20%; TRHR ag: -0.3; BLM helicase inh: 0%; APEX1 inh: 7%; Pol kappa inh: -2%; Pol beta inh: 5%; ERG-DNA inh: 5%; 12-LOX inh: 0%; Apoferritin bind: -18%

How did CC(=O)c1c(C)[nH]c(C(=O)OCC(=O)Nc2ccc(Cl)c(S(=O)(=O)N(C)C)c2)c1C do in these assays?
Pol iota inh: 11%; TRHR ag: -0.9; BLM helicase inh: -9%; APEX1 inh: 14%; Pol kappa inh: 6%; Pol beta inh: 2%; ERG-DNA inh: -8%; 12-LOX inh: 0%; Apoferritin bind: inconclusive

Results for FC(F)(F)c1cccc(NC(=S)NC2CCCC2)c1 ?
Pol iota inh: -2%; TRHR ag: -0.2; BLM helicase inh: -8%; APEX1 inh: inconclusive; Pol kappa inh: -14%; Pol beta inh: 4%; ERG-DNA inh: 2%; 12-LOX inh: inconclusive; Apoferritin bind: -8%

How did CC(C)c1nc2sc3c(NCc4ccco4)ncnc3c2c2c1COC(C)(C)C2 do in these assays?
Pol iota inh: 3%; TRHR ag: -1.0; BLM helicase inh: -8%; APEX1 inh: -6%; Pol kappa inh: 1%; Pol beta inh: -1%; ERG-DNA inh: 9%; 12-LOX inh: 9%; Apoferritin bind: -13%

How did CCOC(=O)CN1C2=NCCCN2c2ccccc21 do in these assays?
Pol iota inh: 69%[activator]; TRHR ag: 0.4; BLM helicase inh: -1%; APEX1 inh: 1%; Pol kappa inh: 5%; Pol beta inh: -20%; ERG-DNA inh: 3%; 12-LOX inh: 4%; Apoferritin bind: 1%

Bioassay records: PubChem, National Center for Advancing Translational Sciences (NCATS)
